Tau ThT inhib – tau fibrillization inhibition (ThT binding). P10636. recombinant tau K18 P301L, heparin-induced fibrillization, ThT fluorescence. Potency, µM (top dose mostly 57.4 µM), for the others: top-dose activity, negative = inhibition, usual class: inhibitors. 2.1% of 270,000 active; also: % is scaled to controls: 0 for no effect and ±100 for the full control effect; nearly all actives have a fitted effect of over 55% in size
Target sequence (P10636 561-689 P618L limits assumed): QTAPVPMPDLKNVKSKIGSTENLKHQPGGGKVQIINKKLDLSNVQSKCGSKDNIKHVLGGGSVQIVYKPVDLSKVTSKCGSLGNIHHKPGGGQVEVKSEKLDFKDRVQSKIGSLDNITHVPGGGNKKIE
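K18 P301L tau (15 uM + 0.24 uM Alexa 594-tagged), heparin 20 uM, NaOAc pH 7, 6 h 37 C; ThT 30 uM, 1 h RT, ex 450/em 510 nm.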
Tau fluor cs – counter-screen for tau fibril formation inhibitors. tau K18 P301L Alexa594 fluorescence, heparin fibrillization. Potency, µM (highest dose often 57.7 µM), for inactives: top-dose activity change, negative = decrease. 0.93% of 280,000 active. AID 1463; also: % is scaled to controls: 0 for no effect and ±100 for the full control effect; nearly all actives have a fitted effect of over 55% in size
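Human tau K18 P301L (15 uM unlabeled, 0.24 uM Alexa 594-labeled) in 100 mM sodium acetate pH 7 with 20 uM heparin, 6 hr at 37 C. ThT 30 uM added, 1 hr ambient; Alexa 594 FP and total fluorescence read at 555/632 nm.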
TRb SRC2 PPI – TRbeta-SRC2 interaction inhibition. P10828. TRbeta-SRC2 peptide binding, fluorescence polarization; receptor liganded with 1 µM T3. Potency, µM (top dose mostly 106 µM), without a hit: top-dose activity change, negative = inhibition, hits mostly inhibitors. 0.065% of 280,000 active. AID 1469;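 also: plate controls were bound peptide for no effect and peptide without receptor for full effect; nearly all actives have a fitted effect of over 50% in size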
Target sequence (P10828 whole entry, looked up): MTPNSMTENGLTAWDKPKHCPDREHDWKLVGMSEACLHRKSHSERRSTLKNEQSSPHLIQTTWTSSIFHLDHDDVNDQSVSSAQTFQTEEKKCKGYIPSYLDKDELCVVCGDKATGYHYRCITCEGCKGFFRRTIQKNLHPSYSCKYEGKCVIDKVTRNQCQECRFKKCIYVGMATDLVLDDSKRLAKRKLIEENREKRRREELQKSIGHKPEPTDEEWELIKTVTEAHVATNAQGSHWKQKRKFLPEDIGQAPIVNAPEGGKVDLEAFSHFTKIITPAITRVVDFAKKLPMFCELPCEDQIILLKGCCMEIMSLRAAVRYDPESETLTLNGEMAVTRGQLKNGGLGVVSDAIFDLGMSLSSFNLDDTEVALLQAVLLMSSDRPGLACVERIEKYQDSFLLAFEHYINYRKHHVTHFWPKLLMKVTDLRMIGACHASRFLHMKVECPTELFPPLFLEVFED
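Quantitative HTS by FP: 0.6 uM TRb LBD, 20 nM labeled SRC2 20-mer, 1 uM T3, 5% DMSO; 5 hr ambient incubation; % activity per concentration and potencies from concentration series.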
Tau FP inhib – tau fibrillization inhibition (FP). 0.39% of 280,000 active. Potency, µM (titrated, usually from 57.7 µM), for the others: top-dose activity, negative = inhibition, usual class: inhibitors. P10636. AID 1468. K18 P301L tau heparin fibrillization, Alexa594 FP, 6 h; also: % is scaled to controls: 0 for no effect and ±100 for the full control effect; nearly all actives have a fitted effect of over 55% in size
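K18 P301L tau (15 uM unlabeled/0.24 uM Alexa 594-labeled, final) + compound + heparin 20 uM final; 100 mM NaOAc pH 7; 6 hr 37 C; ThT 30 uM final added, 1 hr RT; FP ex 555/em 632 nm.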
L3MBTL1 inh – inhibitors of human L3MBTL1; Q9Y468; AlphaScreen L3MBTL1–H3K9me1 peptide binding; Potency, µM (highest dose often 57.1 µM), inactives show at the highest dose activity, negative = inhibition, actives largely listed as inhibitors; 0.66% of 230,000 active; AID 485360; also: % is scaled to controls: 0 for no effect and ±100 for the full control effect; nearly all actives have a fitted effect of over 60% in size
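L3MBTL1 50 nM + b-AHA-H3(1-15)K9me1 75 nM, 30 min RT; compound added, 30 min RT; streptavidin donor/Ni-chelate acceptor beads 10 ug/mL each final, 30 min RT dark; AlphaScreen read.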
TR SRC2 fluor cs – counter-screen for TRb-SRC2 inhibitors: fluorescence interference; TRb/SRC2 Texas Red total fluorescence interference; Potency, µM (top dose mostly 106 µM), for the others: top-dose fluorescence change, negative = quenching; 0.29% of 280,000 active; AID 1479; active = well fitted curve in either direction with a large enough effect; inconclusive = small, poorly fitted or top-dose-only effect; also: % is scaled to controls: 0 for no effect and ±100 for the full control effect
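Human TRβ ligand-binding domain (0.6 uM) and Texas Red SRC2 peptide (20 nM) in Tris buffer with 1 uM T3 and 5% DMSO were incubated with pinned compound for 5 hr at ambient temperature. Total fluorescence was computed as S + 2P (555/632 nm).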
RECQ1 helicase – RECQ1 (human) helicase inhibition | 0.54% of 240,000 active | AID 2549 | P46063 | RECQ1 DNA unwinding, red fluorescence kinetic read | Potency, µM (top dose mostly 57.3 µM), for the others: at the highest dose activity, negative = inhibition, hits mostly inhibitors;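 also: plate controls were vehicle for no effect and no enzyme for full effect; nearly all actives have a fitted effect of over 30% in size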
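RECQ1T1 50 nM; forked duplex (20 bp + 30-nt ss tails) 200 nM, ATP 2 mM final; pH 8.0, 2 mM MgCl2, 2.5 ug/ml poly(dI-dC); 15 min compound preincubation; discontinuous kinetic read over 2 h at RT.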
HTT ATP protect – cytoprotection in Huntington HTT-Q103 PC12 cell model. PC12 HTT-Q103 induced, cytoprotection, ATP luminescence, 40 h. Potency, µM (top dose mostly 56.4 µM), for inactives: cytoprotection (ATP increase), hits mostly activators. 0.14% of 230,000 active. AID 1471;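 also: % of control where 0% means no effect; nearly all actives have a fitted effect of over 45% in size; toxic huntingtin expression switched on by the ecdysone agonist tebufenozide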
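PC12 cells with ecdysone-inducible HTT exon 1 Q103-GFP, induced with 100 nM tebufenozide and co-treated with library compounds in a dose series (1536-well, 1500 cells/well). Cytoprotection read as ATP content by ATPlite luminescence.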
* = called active by the depositor; i = inactive; ? = inconclusive; / = not tested or not shown; [ ] = dose if it differs, or a comment. Unless noted, calls follow the shape of the dose curve; as a rule, active = well fitted curve in the direction sought with a large enough effect; inconclusive = small, poorly fitted or top-dose-only effect, or another doubt; inactive = no such curve, though single readings can be large; an effect the other way counts as inactive or inconclusive. Potency is read from the fitted curve at half-maximal effect. Not all compounds are listed (hit frequency here may not be typical).

SMILES	Tau ThT inhib	Tau fluor cs	TRb SRC2 PPI	Tau FP inhib	L3MBTL1 inh	TR SRC2 fluor cs	RECQ1 helicase	HTT ATP protect
COc1ccc2cc(C(=O)Nc3ccc(F)cc3)sc(=O)c2c1OC	-11.1%	-11.4%	-5.8%	-7.6%	-3.9%	-3.7%	-4.4%	0.3%
Cc1cc(F)ccc1NC(=O)C(C(C)C)N1Cc2ccccc2C1=O (configuration not stated)	-0.4%	4.1%	-3.1%	8.6%	/	?	/	/
CCCCc1ccc(Nc2cc(C)nc(-n3nc(C)cc3C)n2)cc1	?	?	-1.0%	?	/	-0.4%	/	/
COc1ccc(Oc2ccc(C(F)(F)F)cc2NC(=O)c2ccc(OC)cc2)cc1	/	?	3.2%	4.0%	/	-3.1%	-26.8%	8.7%[10 µM]
COc1ccccc1NC(=O)CSc1nc2c(oc3ccccc32)c(=O)n1Cc1ccco1	-16.4%	-25.8%	-8.5%	-11.1%	/	1.3%	/	/
O=CN1CCN(C(=O)Cc2ccc([N+](=O)[O-])cc2)CC1	-3.7%	0.5%	6.3%	-9.5%	-1.6%	-0.7%	?	22.0%[0.074 µM]
CC(=O)Cc1nsc(Nc2ccccc2)n1	-16.4%	-9.1%	-0.8%	11.7%	/	-6.0%	-12.5%	-5.4%
Cc1nnc(SCC(=O)Nc2cccc(C(F)(F)F)c2)n1Cc1ccco1	8.7%	-2.9%	-2.6%	-2.6%	12.2%	-3.2%	-11.3%	-3.3%[10 µM]
CCOC(=O)c1[nH]c(C)c(C(=O)N(C)C)c1C	-10.3%	-11.2%	10.5%	0.2%	26.1%	-1.8%	1.7%	-7.7%
CCOc1ccccc1-c1noc(CSc2nnc(-c3ccccc3)n2-c2cccc(C)c2)n1	-4.6%	-2.0%	6.1%	-4.3%	/	3.8%	/	/
CCOc1cc(C(=O)Nc2cc(=O)n(C)c(=O)n2C)cc(OCC)c1OCC	-4.2%	1.7%	-3.7%	5.5%	/	0.0%	12.4%	2.3%[10 µM]
CCOC(=O)c1sc(=S)n(-c2cccc(OC)c2)c1N	0.6%	-7.4%	-6.5%	-1.3%	-11.4%	-0.4%	-3.4%	7.7%
COc1ccc2occ(C(=O)c3coc4ccc(O)c(CN(C)C)c34)c2c1	?	?	-6.2%	0.1%	-1.8%	-1.7%	11.9%	-22.7%[10 µM]
CCc1ccc(-c2[nH]c3c(c2-c2sc(C)c(C(=O)OC)c2O)c(=O)n(C)c(=O)n3C)cc1	-2.4%	-6.1%	6.1%	5.0%	/	5.1%	/	/
Cc1ccccc1OCc1nc2c3cnn(-c4ccccc4F)c3ncn2n1	?	-7.9%	-8.7%	-6.2%	/	3.4%	/	/
CCCCCOC(=O)c1c(N)n(CCOC)c2nc3ccccc3nc12	?	-23.2%	-2.6%	5.4%	13.2%	-9.1%	-7.1%	-4.6%
c1ccc(-c2nnc(SCC3CCCO3)nc2-c2ccccc2)cc1 (configuration not stated)	?	-16.8%	-3.8%	-13.8%	-0.8%	-1.6%	i	8.8%[10 µM]
O=C(CCn1cnc(-c2ccccc2)c1-c1ccccc1)N/N=C/c1ccccc1O	-8.8%	?	1.7%	-7.5%	-0.2%	0.1%	i	29.1%[10 µM]
COc1ccc(CC(=O)Nc2ccccc2N2CCCCC2)cc1OC	-7.5%	-1.0%	-3.4%	3.2%	-9.0%	-0.1%	-1.9%	15.2%[10 µM]
Cc1ccc(C)c(-n2c3nc(=O)n(C)c(=O)c-3cc3ccccc32)c1	-17.2%	-9.1%	0.3%	8.2%	-21.1%	-1.2%	9.3%	5.3%[10 µM]
CCOC(=O)C(=O)NNc1ccc(C)cc1	1.0%	-7.3%	2.3%	-15.1%	6.1%	-2.5%	-0.1%	-5.0%[1.9 µM]
O=Cc1sc(N2CCOCC2)nc1-c1ccccc1	-4.0%	-2.3%	-6.9%	-2.8%	-16.7%[11.4 µM]	-0.6%	i	-14.2%
O=C(CSc1nccn1-c1ccc(F)cc1)NCc1ccc2c(c1)OCO2	-10.7%	-6.5%	-19.1%	2.7%	-10.5%	-3.4%	i	-13.2%
Cc1cc(C)c(S(=O)(=O)N(C)CC(=O)NCc2ccccn2)c(C)c1	4.7%	1.0%	-3.7%	?	52.9%[activator]	-7.1%	-7.7%	-14.6%[10 µM]
CC1CC(=O)N(c2ccc(N(C)Cc3ccccc3)c([N+](=O)[O-])c2)C1=O (configuration not stated)	?	-2.8%	-1.6%	-14.2%	/	-0.2%	20.6%	-31.0%[inhibitor]

Reprinted from the part before: 4 compounds, then new ones.
SMILES	Tau ThT inhib	Tau fluor cs	TRb SRC2 PPI	Tau FP inhib	L3MBTL1 inh	TR SRC2 fluor cs	RECQ1 helicase	HTT ATP protect
O=Cc1sc(N2CCOCC2)nc1-c1ccccc1	-4.0%	-2.3%	-6.9%	-2.8%	-16.7%[11.4 µM]	-0.6%	i	-14.2%
O=C(CSc1nccn1-c1ccc(F)cc1)NCc1ccc2c(c1)OCO2	-10.7%	-6.5%	-19.1%	2.7%	-10.5%	-3.4%	i	-13.2%
Cc1cc(C)c(S(=O)(=O)N(C)CC(=O)NCc2ccccn2)c(C)c1	4.7%	1.0%	-3.7%	?	52.9%[activator]	-7.1%	-7.7%	-14.6%[10 µM]
CC1CC(=O)N(c2ccc(N(C)Cc3ccccc3)c([N+](=O)[O-])c2)C1=O (configuration not stated)	?	-2.8%	-1.6%	-14.2%	/	-0.2%	20.6%	-31.0%[inhibitor]
Cc1ccc(OCC(O)CN2C(=O)NC(C)(C)C2=O)cc1C (configuration not stated)	-11.5%	-0.3%	-8.9%	-2.3%	-3.2%	1.1%	i	-7.6%
O=C(NCc1ccncc1)c1cncc(Br)c1	-3.5%	-5.6%	13.0%	5.9%	-18.9%	-3.0%	-5.2%	-3.5%
CCOc1ccc2noc3c2c1C(=O)c1ccccc1-3	?	?	50.1µM*	?	-12.2%	?	i	-0.3%
COc1ccccc1C/C(N)=N/OC(=O)c1cccc([N+](=O)[O-])c1	-18.2%	-23.9%	8.3%	4.0%	-8.6%	-2.1%	0.9%	1.8%[10 µM]
CCc1ccc(-c2nc(CS(=O)CC(=O)NCCc3ccc(Cl)cc3)c(C)o2)cc1 (configuration not stated)	-15.1%	-1.4%	-4.0%	10.5%	/	-1.4%	/	/
COCc1cc(=O)n2c(-c3ccccc3OC)n[nH]c2n1	-5.3%	-2.5%	2.8%	-6.8%	-4.8%	-0.3%	1.2%	-10.5%[10 µM]
Cc1ccc(C)c(N2C(=N)S/C(=C\c3ccc(-c4ccccc4C(=O)O)o3)C2=O)c1	?	-0.7%	6.6%	-7.1%	?	-6.6%	-7.9%	-65.9%[inhibitor]
CCCC(C)NNC(=O)c1cc2ccccc2[nH]1 (configuration not stated)	-1.7%	-3.1%	6.6%	2.9%	7.1%	-0.7%	-14.1%	-12.2%
CS(=O)(=O)N(CC(=O)Nc1c(F)cccc1F)c1cccc([N+](=O)[O-])c1	-7.9%	-7.0%	-0.5%	-4.8%	12.5%	-4.6%	-2.2%	-9.0%
O=C1NC(c2ccccc2Br)=N/C1=C\c1ccco1	/	-10.6%	3.8%	0.8%	/	-3.2%	-6.1%	-1.2%[10 µM]
CC(C)(C)n1nnnc1C(c1cccc(C#N)c1)N1CCCc2ccccc21 (configuration not stated)	-12.1%	-17.9%	-3.5%	-5.1%	-7.7%	-5.1%	-5.2%	-1.1%
CCOc1ccc(Br)cc1S(=O)(=O)Nc1ccccc1N1CCOCC1	-9.8%	?	-10.0%	-2.4%	-1.3%	-0.7%	-3.9%	4.0%[10 µM]
CC1=C(C)CC2C(=O)N(c3cccc4ccccc34)C(=O)C2C1 (configuration not stated)	?	-1.1%	-3.0%	1.8%	7.1%	4.1%	i	25.8%[10 µM]
Cn1c(=O)oc2cc(S(=O)(=O)CCC(=O)NCc3ccccc3)ccc21	-0.5%	-5.9%	-6.9%	-3.3%	/	-5.8%	/	/
COc1ccc(CNC(=O)CC(C)n2nc(C)cc2C)cc1 (configuration not stated)	3.4%	4.3%	-2.6%	-0.5%	/	-3.7%	/	/
CCOC(=O)N1CCN(S(=O)(=O)c2ccc(F)c(C(=O)Nc3cc(C)cc(C)c3)c2)CC1	-2.2%	-4.8%	4.3%	-6.4%	-3.6%	-6.4%	-2.6%	23.2%[1.9 µM]
CCOc1cc(C=C2C(=O)c3ccccc3C2=O)ccc1OCC(=O)Nc1ccc(C)cc1	-0.2%	-0.6%	6.6%	-2.5%	-12.7%	-6.8%	-10.3%	8.4%[10 µM]
COc1c(C(=O)Nc2ccc3[nH]c(=O)[nH]c3c2)cc2ccccc2c1Br	?	-17.3%	-3.7%	0.4%	-6.7%	-0.1%	i	6.3%[10 µM]
COc1ccc(-c2ccc(OC)cc2C(=O)O)cc1	-7.2%	2.8%	-1.1%	4.5%	-5.6%	-2.4%	0.7%	-6.5%
O=C(Nc1ccncc1)c1ccc2c(c1)C(=O)N(C1CCCCC1)C2=O	-17.6%	?	-7.4%	?	/	1.5%	i	-15.4%
Cc1cc(C)n(-c2cc(N3CCN(S(=O)(=O)c4ccc(Br)cc4)CC3)ccc2[N+](=O)[O-])n1	-7.8%	-10.5%	-1.6%	4.8%	-12.7%	-3.5%	-5.2%	/
CSc1cccc(NC(=O)C2CCN(S(=O)(=O)c3ccc4c(c3)CCCN4C(=O)C3CCC3)CC2)c1	13.2%	-15.1%	2.9%	1.6%	/	-9.3%	/	/
Cc1ccc(CNC(=O)Cc2csc(Nc3nc(=S)[nH]c4ccccc34)n2)cc1	-9.6%	-15.4%	-1.1%	-11.8%	-3.0%	-5.5%	-17.0%	-6.6%
CCOC(=O)C(NC(=O)c1ccc(OC)cc1)(Nc1cc(C)on1)C(F)(F)F (configuration not stated)	1.9%	2.7%	1.5%	6.5%	3.4%	-1.8%	3.0%	9.2%

Assay outcomes (PubChem BioAssay)
